Casp6 inh – human caspase-6 inhibitors, primary screen, biochemical, VEID-R110 fluorescence, single point, set 2; purified caspase-6, Z-VEID-R110 cleavage fluorescence; inhibition, % at 12.5 µM; actives 0.53% (n = 350,000); AID 686996, 2013;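 active = mean inhibition across replicates at least about 35%, with every replicate also reaching that limit, limit read from the data; inconclusive = only one of the two criteria met; inactive = neither criterion met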;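 note: 0% = median of neutral control wells and 100% = no fluorescence left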
Target sequence (P55212 24-179 limits assumed): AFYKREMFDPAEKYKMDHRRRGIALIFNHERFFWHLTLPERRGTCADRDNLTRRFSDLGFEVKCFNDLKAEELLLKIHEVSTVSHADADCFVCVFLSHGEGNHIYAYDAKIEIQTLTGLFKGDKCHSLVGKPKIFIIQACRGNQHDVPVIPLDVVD
Target sequence (P55212 194-293 limits assumed): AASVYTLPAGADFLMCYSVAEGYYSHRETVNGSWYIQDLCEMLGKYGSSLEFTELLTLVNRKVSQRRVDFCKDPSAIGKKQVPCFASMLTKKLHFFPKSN
F508del corr – F508del CFTR correction, initial screen, CFBE line, single point | CFBE cells, YFP halide quenching; stimulated with forskolin plus potentiator P3; % fluorescence drop versus neutral controls | activity (quench increase), % at 7.58 µM | actives 0.36% (n = 350,000) | AID 720511, 2013;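 active = mean added fluorescence quench of at least 8% versus neutral control, with both replicates also reaching 8%; inconclusive = only one of the mean or replicate conditions met; inactive = mean below 8% and not both replicates reaching 8%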;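 note: cells transiently co-express mutant CFTR-F508del with the halide-sensitive YFP; corrector assay measuring rescue of mutant channel to the surface after 24 h compound exposure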
DENV2 CPE – inhibitors of DENV2 cytopathic effect, primary screen, cell-based, plate reader, single concentration | DENV2-infected cells, cytopathic effect rescue | CPE inhibition, % at 9.99 µM | actives 1.7% (n = 350,000) | AID 651640, 2012; in the data active = CPE inhibition above about 20%, passing the limit was not always enough; inconclusive = no clear call, values can overlap the other calls; tested in BHK-21 cells;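 note: 0% = median of neutral control wells and 100% = median of positive control wells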
E-selectin induc – E-selectin induction in HUVECs, primary screen, imaging, HUVEC, immunofluorescence imaging, single point. P16581. actives 0.37% (n = 260,000). normalized: neutral wells 0, TNF-alpha wells 100. activation, % at 7.58 µM;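 active = mean E-selectin-positive cell signal at least 10% of the positive control, reached in at least 60% of replicates, without over 20% cell loss; inconclusive = no rule given, readout overlaps actives, possibly toxicity-flagged; inactive = the rest, including those meeting only one limit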;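 note: in these data hits start at about 27%; measured in HUVEC primary endothelial cells; signal is the percent of cells scored E-selectin positive by PE staining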
Target sequence (P16581 whole entry, looked up): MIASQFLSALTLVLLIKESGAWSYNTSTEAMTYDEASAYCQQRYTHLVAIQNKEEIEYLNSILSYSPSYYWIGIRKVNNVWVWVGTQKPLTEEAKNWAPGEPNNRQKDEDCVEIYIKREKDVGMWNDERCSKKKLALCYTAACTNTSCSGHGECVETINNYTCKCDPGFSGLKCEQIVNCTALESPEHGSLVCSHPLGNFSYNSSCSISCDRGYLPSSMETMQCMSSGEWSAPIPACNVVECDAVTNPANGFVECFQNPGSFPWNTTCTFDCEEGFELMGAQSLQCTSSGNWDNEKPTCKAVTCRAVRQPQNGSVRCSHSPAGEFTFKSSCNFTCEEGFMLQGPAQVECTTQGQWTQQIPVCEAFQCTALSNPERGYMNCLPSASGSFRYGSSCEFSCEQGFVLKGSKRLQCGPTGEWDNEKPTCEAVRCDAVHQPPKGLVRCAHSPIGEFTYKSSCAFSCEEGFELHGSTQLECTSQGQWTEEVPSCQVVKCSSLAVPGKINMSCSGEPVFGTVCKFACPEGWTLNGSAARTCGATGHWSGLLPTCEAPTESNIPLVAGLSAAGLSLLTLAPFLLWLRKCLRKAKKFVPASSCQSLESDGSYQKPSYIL
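System: HUVEC / Compound: single concentration / Signal: immunofluorescence imaging / Read-out: percent E-selectin-positive cells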
RAD52 anneal inh – RAD52 DNA annealing inhibitors, primary screen, biochemical, FRET, single point, set 2; recombinant RAD52 DNA annealing, FRET fluorescence; inhibition, % at 18.7 µM; actives 0.46% (n = 360,000);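 active = every replicate showing at least 50% inhibition; inconclusive = mean inhibition at least 50% but not in every replicate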
GSIS activator – GLuc luminescence reporter in INS-1E cells, primary screen for activators of glucose-dependent secretion of insulin; INS-1E GLuc reporter insulin secretion, 2-3 h; activation, % at 16.6 µM; actives 0.61% (n = 370,000); AID 743287, 2014;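 active = lowest replicate activation of at least 40%, so every replicate reaches that level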;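 note: 0% = median of neutral control wells and 100% = median of IBMX positive control wells; some compounds called inactive have numbers as strong as hits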
XiGFP reactiv – activators of inactive X chromosome reactivation, primary screen, imaging, XiGFP fibroblasts, GFP high-content imaging, set 2; XiGFP mouse fibroblasts, % GFP-positive cells imaging, 3 d; cells co-treated with 5-aza-dC sensitizer; scaled so ellipticine positive control = 100%; activation, % at 7.58 µM; AID 743238, 2013; actives 0.055% (n = 360,000);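 active = mean normalized replicate activation at least 10% and every replicate at or above 10%; inconclusive = only one of the two criteria met; inactive = mean below 10% and not all replicates reach 10%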;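 note: 0% = median of on-plate neutral control wells and 100% = ellipticine 6 µM median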
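material = 68-5-11 XiGFP fibroblast line | medium = DMEM plus 5-aza-dC sensitizer | schedule = 3 days compound exposure | benchmarks = positive control ellipticine, 6 µM final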
RAD54 inh – inhibitors of human RAD54 branch migration, primary screen, biochemical, fluorescence, single point | DNA repair and recombination protein RAD54-like (Homo sapiens), Q92698 | RAD54 Holliday junction branch migration, FAM/BHQ fluorescence | inhibition, % at 10.4 µM | actives 0.14% (n = 360,000) | AID 602329, 2012;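 active = mean normalized replicate activity at least 40 and at least half of replicates scoring 40 or more; inconclusive = only one of the two criteria met; inactive = mean below 40 and under half of replicates reaching 40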;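 note: 0% = median of neutral control wells and 100% = median of positive control wells; inhibitors cause a drop in the FAM fluorescence signal; in these data hits start at about 50%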
Numbers without * were called inactive.

For CCCCNC(=O)C(NC(=O)Cc1cc(OC)cc(OC)c1)C(=O)c1ccccc1 (centres undefined) the results were Casp6 inh -1, F508del corr -1.9, DENV2 CPE 3, E-selectin induc 1.5, RAD52 anneal inh -5, GSIS activator -6 and XiGFP reactiv -0.3.
COc1cc(N/N=C(\C)c2ccc(O)c(C)c2)nc(-c2ccccc2)n1 was read as Casp6 inh 3, F508del corr 0.1, RAD52 anneal inh -15, GSIS activator -3 and XiGFP reactiv 0.1.
C/C=C/c1ccc2c(c1)O[C@@H](CN(C)C(=O)c1ccccc1F)[C@@H](C)CN([C@@H](C)CO)S2(=O)=O was read as Casp6 inh 0, F508del corr 2.4, DENV2 CPE 19, E-selectin induc -0.5, RAD52 anneal inh 2, GSIS activator -5, XiGFP reactiv 1.0 and RAD54 inh 5.
COc1cccc(-c2cnc3c(c2)C(=O)N([C@H](C)CO)C[C@H](C)[C@H](CN(C)C(=O)CC2CC2)O3)c1 was read as Casp6 inh 1, F508del corr 2.3, DENV2 CPE 1, E-selectin induc 3.8, RAD52 anneal inh -3, GSIS activator -1, XiGFP reactiv 0.2 and RAD54 inh -1.
Screening Cc1ccc(NC(=S)N2CCN(c3ccccn3)CC2)cc1C returned Casp6 inh -3, F508del corr 1.5, DENV2 CPE -3, RAD52 anneal inh -25, GSIS activator -3, XiGFP reactiv 0.0 and RAD54 inh 7.
Cc1cccc(N2CCN(C(=O)C(Cc3ccccc3)n3cccc3)CC2)c1C (centres undefined) was read as Casp6 inh -4, F508del corr 1.8, DENV2 CPE 18, RAD52 anneal inh -60, XiGFP reactiv 0.0 and RAD54 inh 4.
Clc1ccc(C[n+]2cc(-c3ccc(Cl)cc3)n3c2CCC3)cc1 was read as Casp6 inh 1, DENV2 CPE -5, RAD52 anneal inh -9, GSIS activator -12 and XiGFP reactiv 0.1.
COc1cccc(OC)c1C(=O)Nc1ccc(C(=O)NCc2ccccc2)cc1 was read as Casp6 inh -4, F508del corr 0.5, DENV2 CPE -5, E-selectin induc -0.1, RAD52 anneal inh -7, GSIS activator 6, XiGFP reactiv 0.0 and RAD54 inh 4.
For CCOc1ccc(C2C(C(=O)c3ccc(C)o3)=C(O)C(=O)N2c2cc(C)on2)cc1OC (centres undefined) the results were Casp6 inh 3, F508del corr -1.3, DENV2 CPE -5, RAD52 anneal inh -5, GSIS activator -13, XiGFP reactiv 0.0 and RAD54 inh -9.
`CNC(=O)Nc1ccc2snnc2c1` gave Casp6 inh -1, F508del corr 0.2, DENV2 CPE inconclusive, E-selectin induc inconclusive, RAD52 anneal inh -3, GSIS activator 3, XiGFP reactiv 0.1 and RAD54 inh -8.
`CCCc1nc2ccc(C(=O)OC)cn2c1Cc1ccccc1C(F)(F)F` gave Casp6 inh 4, F508del corr 0.1, DENV2 CPE -3, E-selectin induc -0.2, RAD52 anneal inh -15, GSIS activator -7 and RAD54 inh 2.
`Cc1cccc2cn[nH]c12` gave Casp6 inh 2, F508del corr -0.3, DENV2 CPE -2, RAD52 anneal inh -14, GSIS activator -3 and XiGFP reactiv 0.0.
C[C@@H]1CN([C@@H](C)CO)C(=O)Cc2cc(N(C)C)ccc2O[C@H]1CN(C)C(=O)NC1CCCCC1 was read as Casp6 inh -2, F508del corr 0.5, DENV2 CPE -3, E-selectin induc -0.1, RAD52 anneal inh -3, GSIS activator -7, XiGFP reactiv 0.2 and RAD54 inh 0.
`CO[C@@H]1CN(C)C(=O)c2ccc(NC(=O)Nc3ccc(F)cc3)cc2OC[C@@H](C)NC[C@@H]1C` gave Casp6 inh 0, F508del corr 2.0, DENV2 CPE 16, E-selectin induc 0.0, RAD52 anneal inh 10, GSIS activator 0 and XiGFP reactiv -0.1.
CC(C)OC1(c2ccccc2)OC(=O)c2ccccc21 (centres undefined) was read as Casp6 inh 2, F508del corr -3.4, DENV2 CPE -2, E-selectin induc -0.3, RAD52 anneal inh -7, GSIS activator 8, XiGFP reactiv -0.1 and RAD54 inh 11.
Screening O=C(CCc1ccccc1)NNC(=O)Nc1ccccc1 returned Casp6 inh 28, F508del corr 0.0, DENV2 CPE -2, RAD52 anneal inh -3, GSIS activator 27 and XiGFP reactiv 0.0.
For O=C(CC(=O)N/N=C/c1ccc(Cl)cc1Cl)NCc1ccccc1 the results were Casp6 inh -2, RAD52 anneal inh -11, GSIS activator 22 and RAD54 inh -11.
Screening C[C@@H]1CN([C@H](C)CO)C(=O)c2cc(/C=C/c3ccccc3)cnc2O[C@@H]1CN(C)C(=O)c1ccncc1 returned Casp6 inh 5, F508del corr -0.8, DENV2 CPE 4, E-selectin induc 0.6, RAD52 anneal inh -7, GSIS activator 24, XiGFP reactiv -0.7 and RAD54 inh -7.
Cc1onc(-c2ccccc2)c1C(=O)N1CCN(S(=O)(=O)c2ccc(OC(F)(F)F)cc2)CC1 was read as Casp6 inh -5, F508del corr -3.3, DENV2 CPE 0, E-selectin induc 0.1, RAD52 anneal inh -15, GSIS activator 13, XiGFP reactiv 0.3 and RAD54 inh -11.
For Cc1ccc(C(C)C)cc2c(C)ccc1-2 the results were Casp6 inh 6, F508del corr 6.8, DENV2 CPE -7, E-selectin induc 0.4, RAD52 anneal inh -12, XiGFP reactiv 0.1 and RAD54 inh 23.

Random excerpt: four compounds from above
For CCOc1ccc(C2C(C(=O)c3ccc(C)o3)=C(O)C(=O)N2c2cc(C)on2)cc1OC (centres undefined) the results were Casp6 inh 3, F508del corr -1.3, DENV2 CPE -5, RAD52 anneal inh -5, GSIS activator -13, XiGFP reactiv 0.0 and RAD54 inh -9.
COc1cccc(-c2cnc3c(c2)C(=O)N([C@H](C)CO)C[C@H](C)[C@H](CN(C)C(=O)CC2CC2)O3)c1 was read as Casp6 inh 1, F508del corr 2.3, DENV2 CPE 1, E-selectin induc 3.8, RAD52 anneal inh -3, GSIS activator -1, XiGFP reactiv 0.2 and RAD54 inh -1.
Cc1cccc(N2CCN(C(=O)C(Cc3ccccc3)n3cccc3)CC2)c1C (centres undefined) was read as Casp6 inh -4, F508del corr 1.8, DENV2 CPE 18, RAD52 anneal inh -60, XiGFP reactiv 0.0 and RAD54 inh 4.
`CCCc1nc2ccc(C(=O)OC)cn2c1Cc1ccccc1C(F)(F)F` gave Casp6 inh 4, F508del corr 0.1, DENV2 CPE -3, E-selectin induc -0.2, RAD52 anneal inh -15, GSIS activator -7 and RAD54 inh 2.

The list continues:
For COc1cc(OC)cc(C(=O)NCC(=O)OCC(=O)/C=C2/N(C)c3ccccc3C2(C)C)c1 the results were Casp6 inh 11, F508del corr 0.9, DENV2 CPE 3, RAD52 anneal inh -157, GSIS activator 1, XiGFP reactiv 0.3 and RAD54 inh 5.
COc1ccc(S(=O)(=O)N(C)C[C@@H]2Oc3ccc(NC(=O)Cn4cnnn4)cc3C(=O)N([C@@H](C)CO)C[C@H]2C)cc1 was read as Casp6 inh 2, F508del corr -0.1, DENV2 CPE -9, E-selectin induc 3.5, RAD52 anneal inh 15, GSIS activator 25, XiGFP reactiv 0.1 and RAD54 inh 0.
Screening COC(=O)C[C@H]1CC[C@@H]2[C@H](COc3ccc(NC(=O)Nc4ccc(C#N)cc4)cc3C(=O)N2C)O1 returned Casp6 inh -1, F508del corr 1.6, DENV2 CPE 1, E-selectin induc -0.1, RAD52 anneal inh -22, GSIS activator -3, XiGFP reactiv 0.1 and RAD54 inh -4.
`CCN1C(=O)[C@H]2[C@@H](c3ccc(-c4ccc5c(c4)OCO5)c(OC)c3)N[C@@](CC(C)C)(C(=O)OC)[C@H]2C1=O` gave Casp6 inh 3, F508del corr 1.4, DENV2 CPE -4, E-selectin induc -0.1, RAD52 anneal inh -5, GSIS activator 0, XiGFP reactiv -0.3 and RAD54 inh 6.
`O=C(CN1CCOCC1)NC[C@@H]1N[C@@H](CO)[C@H]1c1ccc(-c2ccccc2)cc1` gave F508del corr -0.7, DENV2 CPE 6, E-selectin induc -0.3, RAD52 anneal inh -12, GSIS activator 16, XiGFP reactiv 0.0 and RAD54 inh -6.
For COc1ccc(OC)c(S(=O)(=O)Nc2cccc3ccccc23)c1 the results were Casp6 inh 2, F508del corr 0.1, DENV2 CPE -4, E-selectin induc 0.0, RAD52 anneal inh -2, XiGFP reactiv 0.0 and RAD54 inh 4.
For O=C(NCc1ccc(Cl)nc1)c1ccc2nc([C@@H]3O[C@H](CO)[C@H](O)[C@H](O)[C@H]3O)[nH]c2c1 the results were Casp6 inh 3, F508del corr -0.9, DENV2 CPE 3, E-selectin induc 0.3, RAD52 anneal inh -14, XiGFP reactiv 0.2 and RAD54 inh 8.
Screening CCOC(=O)C[N+]1(C)CCN(C(C)=O)CC1 returned Casp6 inh -1, F508del corr -3.2, DENV2 CPE -3, RAD52 anneal inh -11, GSIS activator -2 and XiGFP reactiv 0.1.
For COCCn1c(SCC(=O)N2CCc3ccccc32)nc2c(c1=O)SC(C)C2 (centres undefined) the results were Casp6 inh 3, F508del corr -1.0, DENV2 CPE -5, E-selectin induc -0.2, RAD52 anneal inh -3, GSIS activator -5, XiGFP reactiv 0.0 and RAD54 inh 12.
`CCC(=O)N1[C@H](CO)[C@@H](c2ccccc2)[C@H]1CN(C(C)C)S(C)(=O)=O` gave Casp6 inh 2, F508del corr -1.2, DENV2 CPE -1, E-selectin induc 0.0, RAD52 anneal inh -2, GSIS activator -3, XiGFP reactiv -0.1 and RAD54 inh -5.
For CC(C)(C)NC(=O)C(c1cc2ccccc2o1)n1c(=O)c(-c2cc3ccccc3[nH]2)nc2ccccc21 (centres undefined) the results were Casp6 inh 1, F508del corr -2.3, DENV2 CPE -4, E-selectin induc -0.1, RAD52 anneal inh -29, GSIS activator -33 and XiGFP reactiv 0.2.
Fc1cccc(Cl)c1CSc1ccc(-c2ccco2)nn1 was read as Casp6 inh 1, F508del corr 1.1, DENV2 CPE inconclusive, E-selectin induc -2.5, RAD52 anneal inh -16, GSIS activator -2 and XiGFP reactiv -0.1.
O=C(CSc1n[nH]c(-c2ccco2)n1)Nc1ccccc1 was read as Casp6 inh 2, F508del corr -0.8, DENV2 CPE -2, RAD52 anneal inh -17, GSIS activator 0, XiGFP reactiv 0.1 and RAD54 inh -12.
For Cc1cc(C)n(-c2nc(C)nc3c2cnn3-c2ccccc2)n1 the results were Casp6 inh 0, F508del corr -0.4, DENV2 CPE -3, RAD52 anneal inh -9, GSIS activator 21 and RAD54 inh -5.
Cc1cc(C)n(C(=O)CNC(=O)c2ccc(Cl)cc2Cl)n1 was read as F508del corr -1.5, DENV2 CPE 6, RAD52 anneal inh -17, GSIS activator 3 and XiGFP reactiv 0.1.
For CC(C)CC#Cc1ccc2c(c1)O[C@@H](CN(C)C(=O)NC1CCCC1)[C@H](C)CN([C@@H](C)CO)S2(=O)=O the results were Casp6 inh 0, F508del corr 3.4, DENV2 CPE 5, E-selectin induc 0.2, RAD52 anneal inh 18, GSIS activator 5, XiGFP reactiv 0.1 and RAD54 inh -4.

Compound activity: PubChem, Broad Institute
